# MEX-5 binding: C. elegans MEX-5 TCR-2 RNA binding activity | MEX-5/FITC-TCR2 RNA binding, fluorescence polarization; active compounds read low | activity score (negative = inhibition of binding), % at 10 µM | actives 0.38% (n = 300,000);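 active = inhibition past about -25% in most replicates, and total fluorescence under double the plate's negative control median, limit read from the data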;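 also: 0% = DMSO and -100% = 5 µM competing unlabeled TCR2 RNA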
# Target sequence (Q9XUB2 whole entry, looked up): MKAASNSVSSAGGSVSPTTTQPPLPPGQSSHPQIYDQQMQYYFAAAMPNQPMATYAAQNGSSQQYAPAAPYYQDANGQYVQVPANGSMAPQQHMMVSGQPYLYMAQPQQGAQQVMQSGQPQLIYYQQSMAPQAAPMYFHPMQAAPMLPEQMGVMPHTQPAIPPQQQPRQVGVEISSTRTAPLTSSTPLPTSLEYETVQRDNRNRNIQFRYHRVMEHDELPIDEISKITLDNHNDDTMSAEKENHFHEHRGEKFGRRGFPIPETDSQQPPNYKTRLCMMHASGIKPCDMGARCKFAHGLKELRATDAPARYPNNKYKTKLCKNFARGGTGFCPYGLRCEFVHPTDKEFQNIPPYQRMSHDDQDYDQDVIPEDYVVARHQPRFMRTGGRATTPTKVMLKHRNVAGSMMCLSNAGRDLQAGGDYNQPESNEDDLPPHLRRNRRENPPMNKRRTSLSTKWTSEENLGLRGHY
# PME-1 primary: PME-1 (human) inhibition; recombinant PME-1, FP-Rh probe fluorescence polarization; inhibition, % at 5.9 µM; actives 0.53% (n = 320,000);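 active = inhibition above the campaign mean of all compounds plus 3 SD, cut at about 26% in these data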;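 also: competitive labeling of PME-1 active site by serine hydrolase directed probe; 0% = PME-1 with DMSO and 100% = wells lacking PME-1 enzyme; inhibitors block probe labeling so polarization falls and inhibition rises; many of its hits are not listed in these tables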
# Target sequence (Q9Y570 whole entry, looked up): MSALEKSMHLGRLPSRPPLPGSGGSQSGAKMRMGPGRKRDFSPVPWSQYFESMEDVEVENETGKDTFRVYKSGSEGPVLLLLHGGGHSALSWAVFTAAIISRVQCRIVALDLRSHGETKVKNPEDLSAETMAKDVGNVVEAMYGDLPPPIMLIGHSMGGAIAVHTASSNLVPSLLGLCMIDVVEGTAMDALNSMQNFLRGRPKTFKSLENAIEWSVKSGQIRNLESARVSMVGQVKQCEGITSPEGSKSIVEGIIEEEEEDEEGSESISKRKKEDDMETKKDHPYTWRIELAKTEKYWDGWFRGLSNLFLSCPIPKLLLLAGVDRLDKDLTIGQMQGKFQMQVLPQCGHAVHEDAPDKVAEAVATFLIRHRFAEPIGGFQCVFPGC
# BCLXL inh: inhibitors of human Bcl-xL. Q07817. GST-Bcl-xL / FITC-Bim BH3 peptide fluorescence polarization. inhibition, % at 10.9 µM. actives 0.7% (n = 320,000);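 active = inhibition above the mean of all tested compounds plus 3 SD, cutoff set per campaign, cut at about 30% in these data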;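 also: 0% = DMSO wells and 100% = unlabeled Bim-BH3 peptide competitor; inhibitors lower millipolarization by displacing the labeled peptide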
# Target sequence (Q07817 whole entry, looked up): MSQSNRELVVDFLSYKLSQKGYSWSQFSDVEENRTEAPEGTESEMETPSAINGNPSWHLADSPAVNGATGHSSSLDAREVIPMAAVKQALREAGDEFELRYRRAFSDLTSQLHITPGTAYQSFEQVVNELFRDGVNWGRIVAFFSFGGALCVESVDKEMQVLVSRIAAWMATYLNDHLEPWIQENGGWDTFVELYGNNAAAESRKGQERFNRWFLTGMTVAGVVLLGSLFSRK
# Fam108B counter: Fam108B inhibition, counter-screen for RBBP9 inhibitors; AID 1947; recombinant Fam108B, FP-Rh probe fluorescence polarization; actives 0.33% (n = 300,000); inhibition, % at 9.51 µM;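 active = inhibition above the screen mean inhibition plus 3 SD, computed separately per campaign, cut at about 18% in these data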;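 also: inhibitors lower polarization as less probe binds the enzyme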
# Efflux pump inh: blocks antifungal efflux pumps in multiplex yeast assay. S. cerevisiae Candida pump triplex, Nile Red efflux. inhibition, % at 10 µM. actives 0.44% (n = 330,000). AID 485275;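 active = plate passing quality check with inhibition over a set limit, or well fluorescence over plate mean plus 4 SD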;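 also: Nile Red retained in pooled yeast measured as flow cytometry median fluorescence; 0% = buffer negative control and 100% = Enniatin B positive control; higher means more Nile Red kept so more efflux inhibition; some compounds called inactive have numbers as strong as hits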
# GLD-1 RNA inh: GLD-1-TGE RNA interaction inhibition (C. elegans). AID 2280. inhibition, % at 5.96 µM. actives 0.44% (n = 320,000). purified GLD-1 + fluorescein TGE RNA, fluorescence polarization;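 active = percent inhibition above a per-plate cutoff, the plate mean of test compounds plus 3 SD, cut at about 30% in these data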;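 also: 0% = DMSO wells with GLD-1 and probe and 100% = wells lacking GLD-1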
# MCL1-BIM inh: inhibitors of human MCL1 binding to BIM-BH3 peptide; GST-MCL1 / FITC-Bim-BH3 fluorescence polarization; actives 0.68% (n = 320,000); inhibition, % at 10.9 µM; Q07820;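 active = inhibition above the mean inhibition of all tested compounds plus 3 SD, set per campaign, cut at about 40% in these data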;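 also: 0% = DMSO wells and 100% = unlabeled Bim-BH3 peptide control; higher means more loss of mP so more displacement of Bim peptide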
# GRK2 inh: inhibitors of human GRK2 displacing RNA aptamer. actives 0.59% (n = 330,000). bead flow cytometry, FAM-aptamer displacement from GRK2. inhibition of aptamer binding, % at 10 µM. P25098;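 active = inhibition of aptamer binding above 40%, roughly 3 SD of noise, on plates passing a quality check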;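 also: median bead fluorescence of bound FAM aptamer so fluorescent compounds give negative values; no value below 0 was filed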
# VLA-4 inh: inhibition in a human VLA-4 binding assay | P13612 | VLA-4 expressing cells, ligand binding flow cytometry | inhibition, % (about 7 µM as worked out from the volumes in the protocol) | actives 0.2% (n = 330,000) | AID 2557; in the data active = inhibition above about 50%
# * hit, by the source's call; nt = no result given. The list is partial; the hit share may differ from the screen's.
no.	canonical_smiles	MEX-5 binding	PME-1 primary	BCLXL inh	Fam108B counter	Efflux pump inh
1	O=C(CCCN1C(=O)C2CC=CCC2C1=O)Nc1cccc(F)c1 (stereo unspecified)	-3.0	-2	1	5	0.0
2	CCC(C)N(C(=O)COC(=O)c1cc([N+](=O)[O-])ccc1N)C1CCS(=O)(=O)C1 (stereo unspecified)	3.4	10	-2	-1	-0.1
3	Cc1csc(=O)n1CC(=O)OCC(=O)Nc1ccc(C(N)=O)cc1	nt	-3	3	nt	-0.2
4	Cc1sc2ncn(CC(=O)NCCCC(=O)NCc3ccc(F)cc3)c(=O)c2c1C	-0.5	4	-1	1	0.1
5	COc1cccc(CNC(=O)N2CCN(c3ccccc3Cl)CC2)c1	-0.7	10	1	-2	0.5
6	N#CCCN(C(=O)c1ccc2c(=O)n3c(nc2c1)CCCCC3)c1ccccc1	0.3	-3	-4	4	0.0
7	CCC(C)NC(=O)c1ccc([N+](=O)[O-])c(Cl)c1 (stereo unspecified)	0.6	6	2	-3	0.3
8	O=C(N/C(=C\c1ccc(F)cc1)C(=O)N1CCCCCC1)c1ccccc1	-2.0	1	5	2	-0.1
9	CCOC(=O)c1c(C)[nH]c(N=Nc2ccc(C)cc2C)c1C	0.7	11	4	3	0.0
10	CCc1ccccc1NC(=O)CCc1nc(-c2ccc(C)cc2)no1	5.6	-6	0	-1	0.1
11	Cc1cn([C@H]2C[C@H](O)[C@@H](COS(=O)(=O)O)O2)c(=O)[nH]c1=O	nt	nt	nt	nt	-0.3
12	COc1ccccc1NC(=O)c1cnc(SCC(=O)NCCc2ccccc2)n(C)c1=O	0.5	-1	0	-1	0.0

no.	GLD-1 RNA inh	MCL1-BIM inh	GRK2 inh	VLA-4 inh
1	0	6	0	10
2	-12	-4	4	5
3	1	1	0	-13
4	4	-7	1	4
5	-5	-1	2	8
6	-1	0	4	15
7	3	-6	1	12
8	0	-2	0	-15
9	2	7	0	6
10	4	-4	0	-4
11	3	nt	0	-11
12	7	-1	2	-5

# The list goes on:
no.	canonical_smiles	MEX-5 binding	PME-1 primary	BCLXL inh	Fam108B counter	Efflux pump inh
13	Cc1ccc(N=Cc2cccc(O)c2O)c(C)c1	0.4	24	27	8	-0.1
14	CC(=O)NCCn1c(SCC(=O)NCCc2ccc(S(N)(=O)=O)cc2)nc2ccccc2c1=O	0.5	3	2	3	0.2
15	COc1ccc(NC(=O)c2ccc3c(c2)OCO3)cc1Cl	-0.1	-3	-2	0	-0.1
16	CC1CCCCC1NCC(=O)Nc1ccccc1C(=O)Nc1ccccc1 (stereo unspecified)	nt	nt	nt	nt	0.0
17	Cc1cccc(CSc2nnc(-c3ccco3)o2)c1	1.9	2	2	3	-0.1
18	CCN(CC(=O)Nc1ccccc1OC)C(=O)CN1C(=O)NC(C)(c2ccccc2)C1=O (stereo unspecified)	nt	2	0	nt	0.2
19	C=CCn1c(-c2ccoc2)n[nH]c1=S	-3.3	-1	-14	-5	0.1
20	O=S1(=O)N=C(N(CCO)/N=C/c2ccccc2F)c2ccccc21	0.7	6	8	-2	0.0
21	C=CCNC(=O)/C(C#N)=C/c1cn(-c2ccccc2)nc1-c1ccc(OC)c([N+](=O)[O-])c1	-1.9	-72	4	-49	-0.7
22	CCOCCCN(CC(=O)NC1CCCC1)C(=O)C(=O)Nc1ccc2c(c1)OCCO2	-1.4	-10	0	-3	0.3
23	CC(C)(C)C(=O)COC(=O)c1cccc(NC(=O)c2ccco2)c1	-5.2	-3	4	-6	0.1
24	O=C(COC(=O)C1CC1)Nc1ccccc1Sc1ccccc1	-1.6	0	5	-4	0.0

no.	GLD-1 RNA inh	MCL1-BIM inh	GRK2 inh	VLA-4 inh
13	7	60*	2	7
14	1	-1	2	2
15	-3	-11	0	8
16	-1	nt	1	15
17	0	7	0	31
18	-5	1	0	5
19	-1	-10	0	12
20	8	1	1	4
21	4	7	2	1
22	-1	-3	2	1
23	6	4	0	2
24	-5	9	0	-3

# The list goes on.
no.	canonical_smiles	MEX-5 binding	PME-1 primary	BCLXL inh	Fam108B counter	Efflux pump inh
25	Cc1cc(C)n2nc(SCC(=O)N(C)C)nc2n1	-1.3	-1	3	1	-0.2
26	Cc1cccnc1NC(=O)c1ccc(C(=O)c2ccccc2)cc1	1.1	5	2	-2	0.0
27	Cc1n[nH]c(C)c1S(=O)(=O)N1CCc2ccccc2C1	1.8	-6	-10	-2	0.0
28	C=CCn1c(CCCOc2ccc(Cl)cc2Cl)nnc1SCC(=O)Nc1nccs1	1.6	-1	-15	-5	-0.1
29	COc1ccc(-n2nc3c(N4CCC(C(=O)NCc5ccco5)CC4)nnc(C)c3c2C)cc1	0.8	-8	2	2	-0.4
30	CN(C)c1ccc(S(=O)(=O)N2CCCCC2)cc1NC(=O)COc1ccccc1F	0.7	0	2	-6	-0.2
31	O=C(NCc1cccc(C(F)(F)F)c1)C1CCCN(c2ncccn2)C1 (stereo unspecified)	-2.0	3	2	1	0.0
32	CCCCOc1ccc(-c2ncc(N)cn2)cc1	2.0	2	6	2	0.0
33	CSCc1c(C(=O)Nc2ccc3c(c2)OCO3)oc2ccccc12	-3.6	1	-7	0	0.2
34	O=C(Cc1ccc([N+](=O)[O-])cc1)N/N=C/c1cccs1	1.0	0	-6	2	0.0
35	COc1ccc(C2N(c3ccc(OC)cc3)C(=S)N3CCCN23)cc1 (stereo unspecified)	1.2	-1	3	1	-0.2
36	O=C(c1ccccc1)C(Cn1cncn1)C(Sc1ccccc1)c1ccccc1 (stereo unspecified)	-1.2	0	8	-10	0.0

no.	GLD-1 RNA inh	MCL1-BIM inh	GRK2 inh	VLA-4 inh
25	4	-4	0	13
26	-6	2	0	1
27	-1	-15	1	4
28	9	-17	2	-2
29	2	3	0	0
30	1	2	2	-6
31	-4	1	0	4
32	-2	6	1	7
33	1	-7	2	10
34	-1	3	0	-1
35	5	3	2	-2
36	5	2	3	-5

# Sorted by number of heavy atoms (descending): part of the list above.
no.	canonical_smiles	MEX-5 binding	PME-1 primary	BCLXL inh	Fam108B counter	Efflux pump inh
35	COc1ccc(C2N(c3ccc(OC)cc3)C(=S)N3CCCN23)cc1 (stereo unspecified)	1.2	-1	3	1	-0.2
33	CSCc1c(C(=O)Nc2ccc3c(c2)OCO3)oc2ccccc12	-3.6	1	-7	0	0.2
27	Cc1n[nH]c(C)c1S(=O)(=O)N1CCc2ccccc2C1	1.8	-6	-10	-2	0.0

no.	GLD-1 RNA inh	MCL1-BIM inh	GRK2 inh	VLA-4 inh
35	5	3	2	-2
33	1	-7	2	10
27	-1	-15	1	4

# (cont.)
no.	canonical_smiles	MEX-5 binding	PME-1 primary	BCLXL inh	Fam108B counter	Efflux pump inh
37	COc1ccc(NC(=S)NC(NC(=O)c2cccc(Cl)c2)C(Cl)(Cl)Cl)c([N+](=O)[O-])c1 (stereo unspecified)	0.6	-81	2	-35	-0.2
38	CCCCCCn1c(COc2ccccc2F)nnc1SCC(=O)N1c2ccccc2NC(=O)C1(C)C	5.0	-4	-7	-3	0.3
39	CCOc1ccc2[nH]c(=O)c(CN(CCO)C(=O)CC)cc2c1	-1.2	-6	8	-3	-0.1
40	CCCN1C2CCCC1CC(NC(=O)c1cccc(OC)c1)C2 (stereo unspecified)	1.1	2	-2	5	-0.2
41	Cc1cc(C)c(NC(=O)CS)c(Cl)c1	0.8	6	-4	-3	0.0
42	Cc1oc(-c2cccs2)nc1CS(=O)CC(=O)NCCCOC(C)C (stereo unspecified)	-0.7	-4	6	3	0.1
43	CC1CCCCC1NC(=O)CSc1nncn1N (stereo unspecified)	1.4	-2	1	3	-0.1
44	COC(=O)C1=CN(Cc2ccccc2)C=C(C(=O)OC)C1c1ccc(O)c(OC)c1	0.1	-3	-4	-8	0.2
45	CN(C)C(CN=C1NS(=O)(=O)c2ccccc21)c1ccco1 (stereo unspecified)	1.4	2	1	-2	-0.1
46	CC(C)CC1(C)NC(=O)N(CC(=O)Nc2cccc(S(=O)(=O)N(C)c3ccccc3)c2)C1=O (stereo unspecified)	4.0	-2	-1	2	0.1
47	COc1ccc(Cc2nnc(SCC(=O)NCC3CCCO3)o2)cc1 (stereo unspecified)	0.1	-1	3	4	0.0
48	COc1ccccc1OCC(=O)Nc1cccc(C(=O)N2CCOCC2)c1	-0.8	3	2	-2	0.1

no.	GLD-1 RNA inh	MCL1-BIM inh	GRK2 inh	VLA-4 inh
37	13	-4	0	-6
38	5	-3	0	19
39	2	6	0	-8
40	2	-1	0	0
41	11	3	0	-3
42	3	5	5	37
43	1	-7	0	-7
44	0	-3	2	15
45	4	-5	0	12
46	0	1	7	-2
47	3	10	2	26
48	2	4	2	18

# Next part.
no.	canonical_smiles	MEX-5 binding	PME-1 primary	BCLXL inh	Fam108B counter	Efflux pump inh
49	N#Cc1ccccc1NC(=O)COC(=O)c1cccs1	nt	nt	nt	nt	0.0
50	Cc1cccc(-c2nnc(SCC(=O)NC3CC3)n2C)c1	0.8	1	-1	4	-0.4
51	COc1ccc(OCCCn2c(=O)oc3ccccc32)cc1	-1.4	-2	2	-2	0.0
52	O=C(NNC(=S)NC1CC2CCC1C2)c1ccc(Cl)cc1 (stereo unspecified)	-1.4	-1	3	3	-0.1
53	Cc1ccc(NC(=O)CN2CCOCC2)cc1S(=O)(=O)N1CCCCC1	nt	nt	nt	nt	0.1
54	COc1ccc(-c2cc(O)cc(O)c2)cc1	nt	-1	3	3	-0.5
55	CC1(C)SC(=S)N(Cc2ccc3c(c2)OCO3)C1N(O)C(=O)NC1CCCCC1 (stereo unspecified)	0.2	11	4	-6	0.0
56	Cc1ccc(CCN2CC(C(=O)NCc3ccco3)CC2=O)cc1 (stereo unspecified)	0.6	-4	4	-1	-0.1
57	COc1ccccc1NS(=O)(=O)c1cccc(C(=O)NNC(=O)c2ccc(NC(C)=O)cc2)c1	nt	2	1	nt	0.3
58	CCOc1ccc(-n2nnnc2SCC(=O)c2ccccc2)cc1	-0.8	3	1	1	0.0
59	O=S1(=O)[C@H]2C[C@@H]3C=C[C@@]2(CN1Cc1cccc(C(F)(F)F)c1)O3	-7.3	0	2	5	-0.1
60	Cc1cccc(NC(=S)NCC23C=CC(O2)C2C(=O)N(c4ccc(Cl)cc4)C(=O)C23)c1 (stereo unspecified)	2.7	-4	10	3	-0.1
61	CN1CCC(N(C)C(=O)c2cccc(S(=O)(=O)N3CCc4ccccc43)c2)CC1	nt	nt	nt	nt	-0.1
62	CC(=O)c1cc(C#N)c(NCc2ccccc2)nc1C	-1.4	-9	5	-2	-0.1
63	CCC(C(=O)Nc1ncn[nH]1)(C(F)(F)F)C(F)(F)F	2.8	2	10	-4	0.1

no.	GLD-1 RNA inh	MCL1-BIM inh	GRK2 inh	VLA-4 inh
49	4	nt	2	4
50	4	4	1	22
51	8	-1	0	-1
52	13	4	2	7
53	-7	nt	3	1
54	-1	2	1	6
55	6	6	1	0
56	14	-3	3	-7
57	-2	1	1	0
58	-1	-5	3	1
59	1	4	1	-6
60	0	9	0	4
61	0	nt	0	10
62	1	4	3	0
63	0	7	4	10

# Rewritten with values under each structure: entries from further up
# Values run as follows: MEX-5 binding | PME-1 primary | BCLXL inh | Fam108B counter | Efflux pump inh | GLD-1 RNA inh | MCL1-BIM inh | GRK2 inh | VLA-4 inh
[51] COc1ccc(OCCCn2c(=O)oc3ccccc32)cc1
 : -1.4 | -2 | 2 | -2 | 0.0 | 8 | -1 | 0 | -1
[27] Cc1n[nH]c(C)c1S(=O)(=O)N1CCc2ccccc2C1
 : 1.8 | -6 | -10 | -2 | 0.0 | -1 | -15 | 1 | 4

# Screening results as filed in PubChem BioAssay.
